OPRM1-OPRD1 ag = agonists of OPRM1-OPRD1 heterodimerization, primary screen, cell-based, luminescence. cells. Mu-type opioid receptor (Homo sapiens) + Delta-type opioid receptor (Homo sapiens), …. 340,000 compounds, 0.3% hits. activation, % at 9.3 µM. AID 504326, 2011; in the data active = activation above about 18%;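 note: 0% = vehicle-treated cells and 100% = reference agonist; values of inactives mirror those of a sister screen read the other way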
Cardiac RTF inh = cardiac RTF calcium sensitivity inhibitors, primary screen, biochemical, IANBD-TnC fluorescence, EC70 calcium; inhibition, % at 7.15 µM; Troponin I, cardiac muscle (Homo sapiens) + Troponin T, cardiac muscle (Homo sapiens) + …; IANBD-labeled cardiac RTF, Ca2+ fluorescence; AID 493244, 2011; 340,000 compounds, 0.12% hits;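 active = inhibition above the mean inhibition of all tested compounds plus 3 SD, cut at about 17% in these data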;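 note: assay run at fixed EC70 calcium of 1.6 mM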
Arr AP2 block = inhibitors of beta-arrestin/AP2 binding, primary screen, biochemical, GPCR trafficking, flow cytometry. 340,000 compounds, 0.31% hits. AID 504490, 2011. FITC-arrestin peptide / GST-AP2 beads; AP2 beta2 appendage carries R879A mutation. inhibition, % at 10 µM;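 active = inhibition above a set limit, near 3 SD of compounds lacking own fluorescence, cut at about 54% in these data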;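 note: plate controls were DMSO wells for no effect and 5 µM unlabelled arrestin peptide for full effect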
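test system = AP2 appendage R879A on GSH beads | buffer or medium = PBS plus Tween 20 (0.05%) and BSA (0.1%) | incubation = 12 min plus 1 h, RT | detection = bead flow cytometry, FITC channel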
Wnt bcat act = Wnt/beta-catenin pathway activators, primary screen, cell-based, plate reader, single point. Wnt/beta-catenin reporter cell assay, activator. activation, % at 9.35 µM. AID 743398, 2014. 300,000 compounds, 1.2% hits; in the data active = activation above about 30%, passing the limit was not always enough;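 note: 0% = neutral control wells and 100% = positive control wells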
V-ATPase pH = regulators of yeast V-ATPase proton pumping, primary screen, pHLuorin cytosolic pH fluorescence; S. cerevisiae; response, % at 10 µM; 350,000 compounds, 0.37% hits; in the data active = response mostly above about 7.3%, no sharp cut-off; inactive = mostly below about 5.4%; note: actives read high; inactives centre near 0; some compounds called inactive have numbers as strong as hits; reference of the scale not given here
OPRM1-OPRD1 inv = inverse agonists of MOR-DOR heterodimerization, primary screen, cell-based, luminescence | Mu-type opioid receptor (Homo sapiens) + Delta-type opioid receptor (Homo sapiens), … | cell-based MOR-DOR heterodimer luminescence, inverse agonism | inhibition, % at 9.3 µM | 340,000 compounds, 0.21% hits | AID 504357, 2011; in the data active = inhibition above about 22%, passing the limit was not always enough;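 note: 0% = cells with DMSO and 100% = wells without cells with DMSO; values of inactives mirror those of a sister screen read the other way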
RTF Ca sens act = cardiac RTF calcium sensitivity activators, primary screen, biochemical, IANBD-TnC fluorescence, EC20 calcium. IANBD-labeled TnC RTF fluorescence at EC20 calcium; 0% EC20 calcium, 100% full calcium. activation, % at 7.2 µM. 340,000 compounds, 0.24% hits;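 active = activation above the mean over all tested compounds plus 3 SD, cut at about 30% in these data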;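 note: rise in fluorescence read as greater calcium sensitivity of cardiac thin filaments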
Keap1-Nrf2 PPI = Keap1-Nrf2 protein-protein interaction inhibitors, primary screen, biochemical, fluorescence polarization, single point. Keap1 Kelch-Nrf2 peptide fluorescence polarization, 1536-well. inhibition, % at 9.4 µM. 340,000 compounds, 0.15% hits; in the data active = inhibition above about 12%;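 note: human Keap1 Kelch domain with fluorescein labeled Nrf2 9mer peptide probe; 0% = neutral control wells and 100% = peptide positive control; higher means more block of Keap1 binding to Nrf2 peptide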
Target sequence (Q14145 whole entry, looked up, the tested form may be a part): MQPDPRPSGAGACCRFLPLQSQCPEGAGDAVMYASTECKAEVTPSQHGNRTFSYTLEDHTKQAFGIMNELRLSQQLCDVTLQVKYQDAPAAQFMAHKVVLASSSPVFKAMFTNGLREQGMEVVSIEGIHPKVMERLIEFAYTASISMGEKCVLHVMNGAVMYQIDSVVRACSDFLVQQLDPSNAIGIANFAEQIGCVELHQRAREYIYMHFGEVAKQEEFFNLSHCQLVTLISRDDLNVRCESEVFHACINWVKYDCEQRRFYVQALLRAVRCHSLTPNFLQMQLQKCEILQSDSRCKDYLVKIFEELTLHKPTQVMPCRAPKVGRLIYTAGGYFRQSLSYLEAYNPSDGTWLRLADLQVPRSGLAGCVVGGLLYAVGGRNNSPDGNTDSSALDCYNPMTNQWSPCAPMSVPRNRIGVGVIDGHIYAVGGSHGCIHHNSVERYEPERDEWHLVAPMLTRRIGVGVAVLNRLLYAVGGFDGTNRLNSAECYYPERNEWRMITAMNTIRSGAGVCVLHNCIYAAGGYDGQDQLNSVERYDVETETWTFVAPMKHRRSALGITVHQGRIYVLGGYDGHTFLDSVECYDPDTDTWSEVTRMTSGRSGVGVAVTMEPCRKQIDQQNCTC
DSG3 Ab inh = inhibitors of pemphigus antibody binding to DSG3, primary screen, biochemical, bead-based, flow cytometry, scFv-GFP | DSG3-coupled beads, scFv-anti-DSG3-GFP binding; stronger effect = lower value | 310,000 compounds, 0.48% hits | binding (percent of control), % at 10 µM | AID 588358, 2011;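 active = binding more than 3 SD below its plate's average and above zero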; note: some compounds called inactive have numbers as strong as hits
LANA DNA inh = inhibitors of KSHV C-LANA binding to DNA, primary screen, biochemical, fluorescence polarization, FAM-LBS DNA, MBP-C-LANA, single point; Kaposi's sarcoma herpesvirus LANA C-terminal domain (residues 932-1162) DNA binding; inhibition, % at 9 µM; 340,000 compounds, 0.078% hits;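 active = highest replicate inhibition at or above 60% at 9 µM, even if other replicates fall short; inactive = all replicates below 60% inhibition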;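 note: 0% = neutral control wells and 100% = 4 µM acridine orange control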
An asterisk follows results filed as active; nt = no result given.

SMILES	OPRM1-OPRD1 ag	Cardiac RTF inh	Arr AP2 block	Wnt bcat act	V-ATPase pH	OPRM1-OPRD1 inv	RTF Ca sens act	Keap1-Nrf2 PPI	DSG3 Ab inh	LANA DNA inh
CCCCC1=NN2C(=N)CC(=O)N=C2S1	-0.5	-11	-7	nt	-3	3	0	-4	108	-0.6
Cc1ccc(Cn2cc(CCC(=O)O)c3ccccc32)cc1	-2.1	-7	2	-2	2	10	16	-1	94	0.8
COC(=O)c1cc(C)[nH]c2c(C)cc3nc4ccccc4c3c12	8.6	-2	-7	0	-34	-44	0	2	87	0.8
O=C(O)CCC1(CCC(=O)O)CCCC(CCC(=O)O)(CCC(=O)O)C1=O	-2.2	10	-11	-4	-4	11	-3	-3	93	2.3
Cc1ccc(/C=N/NC(=O)c2ccc(OC3CCCC3)cc2)o1	-2.9	-11	-11	1	1	15	0	4	102	2.3
COc1ccc(-n2c(NC(=O)c3ccco3)c(C#N)c3nc4ccccc4nc32)cc1	-1.7	-10	17	5	0	9	0	-5	98	1.8
CCOc1ccc(C(C)C)cc1S(=O)(=O)n1nc(C)cc1C	0.5	-11	-7	nt	0	-2	4	0	105	0.8
COC(=O)c1cc(NS(=O)(=O)c2ccc(N3CCC(C)CC3)c([N+](=O)[O-])c2)cc(C(=O)OC)c1	0.5	1	4	-1	-3	-3	-25	-2	90	-3.0
O=C(NNC(=O)c1ccccc1Cl)c1cc2cc(OC(F)(F)F)ccc2[nH]1	-2.3	-1	29	-1	0	12	-1	3	109	-2.0
COc1ccc(OC)c(S(=O)(=O)N(C)CC(=O)N2CCN(c3ccccc3F)CC2)c1	-2.0	-2	-5	nt	0	8	-2	-4	105	-1.1
O=c1[nH]c2ccc(Br)cc2o1	-0.6	0	1	1	-1	3	-12	-2	96	-2.0
COc1ccc(C(=O)/C(=C/c2cccs2)c2nc3ccccc3o2)cc1	-2.5	-8	-12	12	-1	15	1	-2	105	0.6
O=C(COc1ccccc1Cl)N1CCc2ccccc2C1	-1.9	1	-7	3	0	9	-1	-2	118	-8.5
CCCS(=O)c1nc(C)cc(C)c1S(C)(=O)=O (centres undefined)	-0.5	9	13	-6	9	3	2	-2	100	-1.7
O=c1oc2ccc(Cl)cc2nc1/C=C(\O)c1ccco1	-0.9	2	33	-11	-2	5	-5	2	nt	4.4
COc1cccc(C2Nc3c(F)cc(Br)cc3C3C=CCC32)c1OC (centres undefined)	5.6	1	14	nt	0	-35	6	-2	90	-0.6
CCc1cc2cc(C)cc(C)c2nc1SCC(=O)Nc1cc(C)on1	-3.8	-4	1	-2	3	20	1	-3	104	-0.7
O=C(/C=C/c1ccc2c(c1)OCO2)Nc1nncs1	nt	nt	-10	61*	-4	nt	nt	nt	102	nt
COc1ccc(OC)cc1	-3.4	2	7	-1	-1	17	10	-2	103	-4.1
CCOC(=O)Cn1nc(C)c(NC(=O)COc2ccc(F)cc2F)c1C	0.5	10	-8	nt	8	-2	10	-3	116	-0.1

Printed as active in Wnt bcat act (from the list above):
SMILES	OPRM1-OPRD1 ag	Cardiac RTF inh	Arr AP2 block	Wnt bcat act	V-ATPase pH	OPRM1-OPRD1 inv	RTF Ca sens act	Keap1-Nrf2 PPI	DSG3 Ab inh	LANA DNA inh
O=C(/C=C/c1ccc2c(c1)OCO2)Nc1nncs1	nt	nt	-10	61*	-4	nt	nt	nt	102	nt

Going on with the list:
SMILES	OPRM1-OPRD1 ag	Cardiac RTF inh	Arr AP2 block	Wnt bcat act	V-ATPase pH	OPRM1-OPRD1 inv	RTF Ca sens act	Keap1-Nrf2 PPI	DSG3 Ab inh	LANA DNA inh
Cc1ccc(-n2[nH]c(C)c(/C=N/n3c(C)nc4ccccc4c3=O)c2=O)cc1	-1.0	-6	4	nt	5	6	3	-4	103	1.5
O=C(Nc1ccc(Oc2ccccc2)nc1)C1CCCCN1Cc1ccc(O)cc1 (centres undefined)	-0.8	-2	-16	7	3	5	2	0	nt	-0.7
COC(=O)c1cc(NS(=O)(=O)c2ccc(N3CCCCC3)c([N+](=O)[O-])c2)cc(C(=O)OC)c1	-4.1	-5	-3	nt	6	23	6	-4	88	-0.2
COc1cccc(CNS(=O)(=O)c2ccc(-n3cnnn3)c(C)c2)c1	-0.3	14	-3	0	-1	2	-2	2	nt	0.1
COc1ccc(/C=C/C(=O)Nc2cccc(C(C)=O)c2)cc1	-2.2	-5	-6	14	-3	12	-3	3	108	1.6
CCOC(=O)c1[nH]c(C)c(C(=O)N2CCN(C(=O)OCC)CC2)c1CC	-3.2	-3	17	nt	2	13	11	-2	107	1.5
Cc1c(C(=O)N2CCOCC2)sc(NC(=O)Cc2ccccc2)c1C#N	-3.5	-4	20	-1	-1	16	6	-6	nt	0.3
CCOC(=O)C1CCN(C(=O)Cn2cnc3sc(C)c(S(=O)(=O)N4CCCCC4)c3c2=O)CC1	-1.9	11	6	-2	-2	10	-1	-2	97	-1.3
Cc1onc(-c2ccccc2)c1C(=O)n1cccn1	1.2	-11	12	nt	18	-7	-1	-3	97	0.6
COc1ccc2ccccc2c1/C=N/NC(=S)NCCN1CCOCC1	-1.3	2	-5	-2	1	6	5	-2	102	-0.3
CC(C)NC(=O)CSc1nccc(-c2cccs2)n1	-0.7	-8	4	6	-1	4	2	-7	nt	1.0
CCOC(=O)CN1NC2(CCCCCCC2)NC1=S	-0.4	-2	-20	1	0	2	-3	5	93	-0.7
CCOC(=O)N1CCC(NC(=O)c2cccnc2SC)CC1	0.9	-1	-8	-2	-1	-5	-2	-4	107	-0.6
CCOC(=O)[C@H](CCc1ccccc1)N[C@@H](C)C(=O)N1[C@H](C(=O)O)C[C@@H]2CCC[C@@H]21	1.2	-7	1	2	-1	-7	5	-4	102	0.6
O=C(NCCc1csc(-c2ccccc2)n1)c1cccs1	1.5	-6	2	2	0	-8	3	-2	106	-0.8
CCC(=O)Nc1cccc(NC(=O)CSc2nnnn2C)c1	-2.8	6	31	0	3	14	-4	0	95	-0.9
COc1ccc(CCNC(=O)N2CCOCC2)cc1	-2.6	-1	-12	nt	2	15	-3	3	109	1.0
Cn1c(=O)c(=O)n(C)c2cc(S(=O)(=O)CCC(=O)Nc3c(F)c(F)c(F)c(F)c3F)ccc21	-2.7	-4	-7	0	5	13	-4	-3	nt	-0.8
CCc1ccc(OCC(O)CN2CCC(CN3C(=O)c4cccc5cccc(c45)C3=O)CC2)cc1 (centres undefined)	2.8	-2	3	-3	0	-16	2	-7	136	-0.9
O=[N+]([O-])c1c(Nc2ccc(O)cc2)cc(Cl)c2nonc12	-4.2	1	20	-8	-2	22	-8	7	116	0.0
CCOC(=O)N1CCN(C2CCCN(C(=O)c3ccccc3N(C)C)C2)CC1 (centres undefined)	0.3	-2	43	-1	-5	-2	-6	4	105	1.7
Cc1nn(C)c(C)c1NC(=O)c1ccc(Cl)cc1	-3.1	-8	28	nt	3	16	8	2	103	-0.7
CC(OC(=O)c1ccc(F)cc1)C(=O)Nc1nc(-c2cccc([N+](=O)[O-])c2)cs1 (centres undefined)	0.1	-28	35	0	-3	0	-3	2	100	-0.1
CN(CC(CC(=O)Nc1nncs1)c1ccccc1)S(=O)(=O)c1ccc(Br)cc1 (centres undefined)	0.1	1	4	-4	-2	0	-1	0	106	0.6
O=C1N=C(N2CCc3ccccc3C2)S/C1=C\c1cccc(O)c1	-0.3	-3	5	-3	-3	2	-9	-7	81	0.1
O=C(CSc1ncn[nH]1)Nc1ccccc1Sc1ccccc1	-1.8	-11	-6	nt	-2	9	2	3	94	-0.2
O=C(CSCc1ccc(Cl)cc1)NN=C1CCCC1	1.1	-2	-4	-7	-2	-6	0	-5	nt	-0.2
Cc1ccsc1CN(C)C(=O)CN1C(=O)NC(c2ccccc2)(c2ccccc2)C1=O	0.7	-10	-5	-2	-7	-3	-3	-1	105	0.7
CCOC(=O)N1CCC(Nc2c(Nc3cccc(CC)c3)c(=O)c2=O)CC1	0.2	-5	8	nt	8	-1	3	-4	94	-1.4
COCCn1c(SCC(=O)c2ccccc2)nc2c(c1=O)SCC2	-3.0	1	-9	2	1	16	-2	1	107	0.6
CCC(C)[C@@H](C(=O)Nc1ccc(OC)c(OC)c1)N1Cc2ccccc2C1=O (some centres undefined)	-0.9	-4	0	-3	-2	5	3	-3	110	2.5
CCn1ncc(C2=NOC(C(=O)Nc3cc(OC)c(Cl)cc3OC)C2)c1C (centres undefined)	0.1	-11	-8	nt	0	0	0	-1	100	0.0
COc1ccc2c(C)cc(N3CCN(c4ccc(F)cc4)CC3)nc2c1	1.3	5	0	-3	4	-8	0	-3	106	-1.2
Cc1cc(C(=O)OCC(=O)NCCCN2CCCC2=O)c2ccccc2n1	3.1	-27	-7	1	2	-18	9	-3	nt	0.4
CCOCc1nnc(NC(=O)c2cc(Cl)ccc2OC)s1	-0.8	-6	29	nt	-4	4	-3	0	90	0.3
CCOC(=O)C(NC(=O)Nc1ccc(Cl)cn1)(Oc1ccccc1)C(F)(F)F (centres undefined)	1.1	-9	30	-4	5	-6	-1	0	96	0.4
CCc1c(O)nc(SCc2ccc(F)cc2)[nH]c1=O	-0.8	-4	7	-1	-1	4	-6	2	98	-2.1
CCOC(=O)c1c(CSc2ccccc2)n(C)c2cc(Br)c(OC)c(O)c12	-0.5	-1	-12	-1	-2	2	0	1	99	0.3
CC(=O)Nc1ccc(S(=O)(=O)Nc2cccc(N(C)S(C)(=O)=O)c2)cc1	-2.1	-7	-6	-2	-2	9	-1	-5	nt	0.0
CC/C=C(\NC(C)=O)c1ccccc1	0.7	-12	2	-1	0	-4	-1	5	97	2.1
COc1cccc(-c2cc(C(=O)NN3CCOCC3)c3ccccc3n2)c1	-1.7	0	-10	nt	-1	11	5	-5	99	-0.7
COc1ccccc1CNS(=O)(=O)c1ccc2c(c1)CCCN2C(C)=O	-0.3	-9	21	0	12*	2	-8	3	104	-0.3
O=[N+]([O-])c1cccc(COc2ccc(CN3CCOCC3)cc2)c1	-2.3	-4	4	9	-2	11	-2	2	98	-0.1
O=C(NCC1CCCO1)c1ccc(CNS(=O)(=O)c2ccc(F)c(Cl)c2)cc1 (centres undefined)	-0.8	-2	9	1	0	4	-2	4	100	2.2

Quoted at random: two entries already listed.
SMILES	OPRM1-OPRD1 ag	Cardiac RTF inh	Arr AP2 block	Wnt bcat act	V-ATPase pH	OPRM1-OPRD1 inv	RTF Ca sens act	Keap1-Nrf2 PPI	DSG3 Ab inh	LANA DNA inh
COc1ccccc1CNS(=O)(=O)c1ccc2c(c1)CCCN2C(C)=O	-0.3	-9	21	0	12*	2	-8	3	104	-0.3
COc1cccc(-c2cc(C(=O)NN3CCOCC3)c3ccccc3n2)c1	-1.7	0	-10	nt	-1	11	5	-5	99	-0.7

Source: PubChem
